From PubChem
TrxR1 substrate = qHTS Assay for Substrates of Mammalian Selenoprotein Thioredoxin Reductase 1 (TrxR1): qHTS | purified TrxR1 substrate turnover, NADPH consumption readout | AID 588456, 2011 | 390,000 compounds, 0.01% hits | Thioredoxin reductase 1, cytoplasmic (Rattus norvegicus), O89049 | Potency, µM (series often up to 114 µM), for the others: at the top dose activity change, negative = substrate turnover; also: potency is read from the fitted curve at half-maximal effect; % is scaled to controls: 0 for no effect and ±100 for the full control effect; nearly all actives have a fitted effect of over 50% in size
Target sequence (O89049 whole entry, looked up): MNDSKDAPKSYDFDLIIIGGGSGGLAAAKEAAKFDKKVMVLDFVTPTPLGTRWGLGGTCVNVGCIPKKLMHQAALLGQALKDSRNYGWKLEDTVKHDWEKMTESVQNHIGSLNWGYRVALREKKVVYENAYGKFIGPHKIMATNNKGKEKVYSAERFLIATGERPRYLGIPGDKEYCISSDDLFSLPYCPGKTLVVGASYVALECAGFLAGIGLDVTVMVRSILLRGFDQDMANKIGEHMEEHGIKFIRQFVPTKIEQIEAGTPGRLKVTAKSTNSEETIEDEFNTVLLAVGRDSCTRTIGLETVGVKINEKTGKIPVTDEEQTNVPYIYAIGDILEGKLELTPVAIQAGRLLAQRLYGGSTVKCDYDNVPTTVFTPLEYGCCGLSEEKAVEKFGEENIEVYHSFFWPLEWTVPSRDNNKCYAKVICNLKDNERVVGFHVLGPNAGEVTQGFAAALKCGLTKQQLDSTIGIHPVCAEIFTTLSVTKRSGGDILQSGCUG
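Rat TrxR1, dispensed at 90 nM, was prereduced with 400 uM NADPH (final) for 5 min at ~22 deg C, then incubated with compound 15 min before 400 uM selenite. A first-read NADPH fluorescence drop versus no-compound background flagged substrates.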
IDH1 R132H inh = qHTS for Inhibitors of mutant isocitrate dehydrogenase 1 (IDH1): qHTS; Isocitrate dehydrogenase [NADP] cytoplasmic (Homo sapiens), O75874; IDH1-R132H enzyme, NADPH consumption, diaphorase/resazurin fluorescence; Potency, µM (top dose mostly 76.6 µM), without a hit: at the highest dose activity change, negative = inhibition, most hits filed as inhibitors; 390,000 compounds, 0.093% hits; also: potency is read from the fitted curve at half-maximal effect; % is scaled to controls: 0 for no effect and ±100 for the full control effect; nearly all actives have a fitted effect of over 65% in size
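IDH1-R132H (0.5 ug/mL) preincubated 30 min with compound, then NADPH (0.016 mM) and alpha-KG (2 mM) added; 80 min at RT, pH 7.5. Remaining NADPH coupled via diaphorase/resazurin to fluorescence (540/590 nm); concentration-response curves normalized to no-enzyme control.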
USP1-UAF1 inh = Inhibitors of USP1/UAF1: Primary Screen | Ubiquitin carboxyl-terminal hydrolase 1 (Homo sapiens), O94782 | recombinant USP1/UAF1, Ub-Rhodamine cleavage fluorescence | Potency, µM (highest dose often 57.1 µM), without a hit: top-dose activity change, negative = inhibition, actives largely listed as inhibitors | 390,000 compounds, 0.23% hits | AID 743255, 2014; also: potency is read from the fitted curve at half-maximal effect; % is scaled to controls: 0 for no effect and ±100 for the full control effect; nearly all actives have a fitted effect of over 60% in size; inactives centre near -12
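Step one: compound is pinned into 1nM USP1/UAF1 in HEPES pH 7.8 buffer with TCEP. Step two: 15 min room-temperature incubation. Step three: Ub-Rho (150nM final) starts cleavage, tracked by fluorescence over six one-minute reads.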
LDHA block = qHTS assay for inhibitors of human lactate dehydrogenase; 480,000 compounds, 0.15% hits; purified LDHA, NADH/diaphorase-resazurin fluorescence; stronger effect = lower value; AID 1347041, 2019; activity change, % (values are at about 110 or 230 µM); in the data active = activity change below about -30%; inconclusive = mostly about -25% to -30%;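 also: plate controls were DMSO wells for no effect and wells without enzyme for full effect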
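Human LDH5 at 2 nM final in Tris HCl pH 7.4 with 0.06 mM NADH and 0.2 mM pyruvate, reacted 5 minutes at room temperature. Remaining NADH coupled via diaphorase/resazurin; resorufin fluorescence read at 0 and 20 minutes, normalized to enzyme-free and DMSO wells.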
Vif-APOBEC3F blk = qHTS for Inhibitors of Vif-A3F Interactions: qHTS; HeLa A3F-eYFP + Vif (tagged APOBEC3F with the HIV-1 protein that degrades it), YFP fluorescence increase; Potency, µM (doses to about 46.1 µM), for the others: top-dose activity, negative = active; 390,000 compounds, 0.2% hits; AID 602313, 2012; also: potency is read from the fitted curve at half-maximal effect; % of control where 0% means no effect; nearly all actives have a fitted effect of over 65% in size
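Fluorescence increase (Ex 488/Em 500-530) after overnight compound treatment at 37 deg C flags inhibition of Vif-driven A3F-eYFP loss in stable HeLa A3F-eYFP/Vif cells seeded overnight beforehand.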
GRP78 ERSR act = qHTS for Inducers of the Endoplasmic Reticulum Stress Response (ERSR) in Human Glioma: qHTS | U87-MG GRP78 promoter luciferase reporter, 16 h | Potency, µM, inactives show top-dose activation, actives largely listed as activators | 420,000 compounds, 0.02% hits; also: potency is read from the fitted curve at half-maximal effect; series mostly up to about 76 µM; % of control where 0% means no effect; nearly all actives have a fitted effect of over 35% in size
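ERSR induction read as luciferase luminescence (Bright-Glo, 10 min at room temperature) in stably transfected human U87-MG glioma cells exposed to compounds for 16 h, using GRP78 as sensor.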
rTrxR1 inhibitor = qHTS Assay for Inhibitors of Mammalian Selenoprotein Thioredoxin Reductase 1 (TrxR1): qHTS; Thioredoxin reductase 1, cytoplasmic (Rattus norvegicus), O89049; recombinant rTrxR1, NADPH fluorescence consumption, selenite substrate; Potency, µM (highest dose often 114 µM), without a hit: at the highest dose activity change, negative = inhibition, most hits filed as inhibitors; 390,000 compounds, 1% hits; also: potency is read from the fitted curve at half-maximal effect; % is scaled to controls: 0 for no effect and ±100 for the full control effect; nearly all actives have a fitted effect of over 65% in size
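Rat TrxR1 (90 nM in the dispensed reagent) was pre-reduced with 400 uM NADPH for 5 min at room temperature, then incubated with compound for 15 min. After 400 uM selenite was added, NADPH fluorescence (Ex 340/Em 450 nm) was followed for 8 min.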
RGS4 inhibitor = Inhibitors of Regulator of G Protein Signaling (RGS) 4: qHTS | Regulator of G-protein signaling 4 (Homo sapiens), P49798 | 390,000 compounds, 0.039% hits | Potency, µM (doses to about 114 µM), without a hit: at the highest dose activity change, negative = inhibition, actives largely listed as inhibitors | Transcreener GDP fluorescence polarization, RGS4-accelerated GTP hydrolysis; also: potency is read from the fitted curve at half-maximal effect; % is scaled to controls: 0 for no effect and ±100 for the full control effect; nearly all actives have a fitted effect of over 75% in size; some results filed as inactive show a strong effect at the top dose
Target sequence (P49798 whole entry, looked up): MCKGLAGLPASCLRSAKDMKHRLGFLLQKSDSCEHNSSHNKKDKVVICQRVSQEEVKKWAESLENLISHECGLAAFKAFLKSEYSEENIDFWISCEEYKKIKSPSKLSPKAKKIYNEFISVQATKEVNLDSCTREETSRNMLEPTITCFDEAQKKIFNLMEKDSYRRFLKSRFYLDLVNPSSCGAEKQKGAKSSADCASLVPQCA
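MLSMR compounds (23 nl, pin-transferred) preincubated 10 min at room temperature with a 500nM (2x) first reagent, then RGS4 at 900nM (2x) plus Transcreener GDP mix added; fluorescence polarization (620/688 nm) read before and after 90 min at 30 °C.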
Vif-APOBEC3G blk = qHTS for Inhibitors of Vif-A3G Interactions: qHTS. DNA dC->dU-editing enzyme APOBEC-3G (Homo sapiens), Q9HC16. HeLa A3G-eYFP + Vif (tagged APOBEC3G with the HIV-1 protein that degrades it), YFP fluorescence, overnight. Potency, µM (doses to about 46.1 µM), for inactives: top-dose activity, negative = active, actives largely listed as inhibitors. 410,000 compounds, 0.076% hits. AID 602310, 2012;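 also: potency is read from the fitted curve at half-maximal effect; % is scaled to controls: 0 for no effect and ±100 for the full control effect; nearly all actives have a fitted effect of over 60% in size; hits raise eYFP signal because A3G escapes Vif-driven loss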
Target sequence (Q9HC16 whole entry, looked up): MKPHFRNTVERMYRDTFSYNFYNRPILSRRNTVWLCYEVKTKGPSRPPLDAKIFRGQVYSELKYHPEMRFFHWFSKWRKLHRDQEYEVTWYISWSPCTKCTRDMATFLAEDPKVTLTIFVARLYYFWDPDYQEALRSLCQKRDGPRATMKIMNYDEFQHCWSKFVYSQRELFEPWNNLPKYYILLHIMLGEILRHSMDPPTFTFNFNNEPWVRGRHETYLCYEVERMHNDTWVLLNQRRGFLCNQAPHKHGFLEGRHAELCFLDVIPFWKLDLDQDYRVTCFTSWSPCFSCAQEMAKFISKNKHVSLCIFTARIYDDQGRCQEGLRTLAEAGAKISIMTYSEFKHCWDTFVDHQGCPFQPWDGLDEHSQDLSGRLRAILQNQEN
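Read-out is eYFP fluorescence (Ex 488/Em 500-530) from Vif-expressing HeLa A3G-eYFP cells; more signal means A3G escaped Vif-mediated degradation. Cells plated overnight, compound pinned in, incubated overnight at 37 deg C.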
* marks the source's active call; other numbers are inactive results; ? = inconclusive; & = joins results of further samples; [ ] = another dose, or the depositor's remark. Unless noted, calls follow the shape of the dose curve; as a rule, active = well fitted curve in the direction sought with a large enough effect; inconclusive = small, poorly fitted or top-dose-only effect, or another doubt; inactive = no such curve, though single readings can be large; an effect the other way counts as inactive or inconclusive.

SMILES	TrxR1 substrate	IDH1 R132H inh	USP1-UAF1 inh	LDHA block	Vif-APOBEC3F blk	GRP78 ERSR act	rTrxR1 inhibitor	RGS4 inhibitor	Vif-APOBEC3G blk
Cc1ccnc(N/C=C(/NC(=O)c2ccccc2)C(=O)N/N=C\c2ccc(F)cc2)n1	-17%	5%	-15%	2	-2%	-4%	-20%	-21%	1%
CN(C)S(=O)(=O)c1cccc(NC(=O)/C=C/c2ccc(S(=O)(=O)N3CCOCC3)cc2)c1	-7%	0%	-21%	-1	1%	-6%	1%	0%	-10%
COC(=O)Cn1c(=NC(=O)c2ccc(S(=O)(=O)N3CCc4ccccc4C3)cc2)sc2cc(OC)ccc21	67%[activator]	1%	-17%	-5	-12%	-4%	19%	4%	8%
CCOC(=O)c1c(S(=O)(=O)N2CCCC(C(=O)NCc3cccc(OC)c3)C2)c(C)n(C)c1C (stereo not drawn)	-1%[57.1 µM]	5%	-15%	-15	0%	-3%	15%[57.1 µM]	39%	5%
CCc1noc(C)c1C(=O)Nc1ccc(S(=O)(=O)N2CCCCC2)cc1	-9%[57.1 µM]	0%	-2%	-3	-13%	-1%	10%	5%	2%
Cc1csc(SCC(=O)Nc2ccccc2)n1	-3%	-9%	-11%	-9	2%	3%	12%	22%	3%
COc1ccccc1C1=NN(C(=S)Nc2ccccc2)C(c2ccco2)C1 (stereo not drawn)	0%	1%	-10%	-5	-1%	4%	-5%	?	-23%
CCOC(=O)C1(CCCc2ccccc2)CCN(C(=O)Cn2nc(C)nc2C)CC1	-3%	-6%	-7%	-4	-11%	2%	16%	28%	-2%
Cc1oc(CC(C)C)cc1C(=O)NCCCC(=O)O	-4%	-10%	-9%	1	-3%	-2%	8%	-11%	-2%
COc1ccc(-c2nc(Cn3c(SCc4cccc(F)c4)nc4cccnc43)c(C)o2)cc1	6%	-9%	-25%	-2	1%	-6%	29%	19%	-3%
CCn1cc(C(=O)N(C)c2cc(C)ccc2C)c2cc(OC)c(OC)cc2c1=O	10%[2.29 µM]	-4%	-25%	0	-12%	-4%	10%[2.29 µM]	2%	1%
Cc1ccc(C(=O)NCC(c2cccs2)S(=O)(=O)c2ccccc2)cc1C (stereo not drawn)	-7%[57.1 µM]	4%	-4%	-6	0%	-1%	-1%[57.1 µM]	6%	1%
OC(c1ccc(Cl)cc1)C(O)c1nc2ccccc2[nH]1 (stereo not drawn)	7%	2%	5%	4	-1%	-2%	13%	1%	1%
COc1cc(NC(=O)CSc2nc(=O)n(CCCN3CCOCC3)c3c2CCC3)cc(OC)c1	-1%	2%	-17%	0	3%	-2%	8%	-12%	-1%
Cc1ccc(S(=O)(=O)NCc2ccncc2)cc1C(=O)NCC(C)C	-6%	5%	-7%	0	6%	-3%	13%	-33%	1%
CC(NC(=O)COC(=O)c1ccc2c(c1)OCCO2)c1ccccc1 (stereo not drawn)	15%[57.1 µM]	0%	-3%	-11	-14%	-4%	11%[57.1 µM]	34%	-2%
Cc1c(C(=O)OCC2CCCCC2)[nH]c2c1C(=O)CC(c1ccccc1Cl)C2 (stereo not drawn)	-2%	-4%	?	-4	0%	-3%	10%	-3%	-6%
Cn1cc(S(=O)(=O)N2CCC(C(N)=O)CC2)c(=O)n(C)c1=O	5%[57.1 µM]	-1%	-18%	-8	-5%	-2%	21%[57.1 µM]	-3%	4%
CCOc1ccc(CNS(=O)(=O)c2cc(CN3C(=O)c4cccnc4C3=O)ccc2OC)cc1	1%	8%	-10%	-16	-12%	-8%	16%	-3%	8%
COc1ccc(CN2CCNC(=O)C2CC(=O)N(C)CCCN2CCOCC2)cc1C (stereo not drawn)	4%	-4%	-18%	0	2%	-1%	-8%	2%	3%
COc1ccc(N/C=C/C(=O)c2sc(-c3ccccc3)nc2C)cc1	-1%[57.1 µM]	3%	?	3	-11%	-2%	1%[57.1 µM]	11%[11.4 µM]	11µM*
O=C(NCCCCNC(=O)c1ccccc1Br)c1ccccc1Br	8%	2%	-14%	2	2%	-5%	23%[57.1 µM]	0%	-1%
CC(C)NC(=O)COc1coc(CN2CCN(c3ccccc3)CC2)cc1=O	-3%	0%	-14%	-9	-3%	-4%	20%	6%	1%
CCOC(=O)c1cnc2ccccc2c1NCCc1ccc(OC)c(OC)c1	8%&-5%	15%&12%	-13%&-21%	3&-8	0%&-6%	-3%&-1%	18%&1%	4%&-8%	-2%&-1%
CCOc1ccc(Nc2nc(NCCN3CCOCC3)nc(OC)n2)cc1	3%	5%	1%	-17	7%	-5%	35%	20%	-2%

Structures listed above marked active in Vif-APOBEC3G blk.
compound	TrxR1 substrate	USP1-UAF1 inh	GRP78 ERSR act	rTrxR1 inhibitor	RGS4 inhibitor	Vif-APOBEC3G blk
COc1ccc(N/C=C/C(=O)c2sc(-c3ccccc3)nc2C)cc1	-1%[57.1 µM]	?	-2%	1%[57.1 µM]	11%[11.4 µM]	11µM*

The listing picks up, starting 2 compounds before the break.
SMILES	TrxR1 substrate	IDH1 R132H inh	USP1-UAF1 inh	LDHA block	Vif-APOBEC3F blk	GRP78 ERSR act	rTrxR1 inhibitor	RGS4 inhibitor	Vif-APOBEC3G blk
CCOC(=O)c1cnc2ccccc2c1NCCc1ccc(OC)c(OC)c1	8%&-5%	15%&12%	-13%&-21%	3&-8	0%&-6%	-3%&-1%	18%&1%	4%&-8%	-2%&-1%
CCOc1ccc(Nc2nc(NCCN3CCOCC3)nc(OC)n2)cc1	3%	5%	1%	-17	7%	-5%	35%	20%	-2%
CCN1CCN(C(=O)CCc2nnc3ccc(N4CCC5(CC4)OCCO5)nn23)CC1	141%[activator]	0%	-20%	-6	4%	-2%	28%	-10%	4%
COc1ccc(NC(=O)CSc2nnc(C)n2Cc2ccccc2)cc1	-3%[57.1 µM]	13%	3%	-1	1%	-4%	3%[57.1 µM]	19%	-4%
O=C(CCNC(=O)c1ccccc1)NC1CCCc2ccccc21 (stereo not drawn)	0%	1%	-5%	-1	-12%	-1%	-2%	1%	0%
C/C(=N\NC(=S)NC1CCCCC1)c1ccc(OC(F)F)cc1OC(F)F	-12%[57.1 µM]	1%	-20%	-2	?	-5%	13%[57.1 µM]	-25%	1%
O=C(/C=C/c1ccccc1Cl)NNC(=O)c1ccncc1	-9%	12%	-7%	0	-1%	2%	-13%	-2%	-1%
NC(=O)c1cccnc1Nc1cccc([N+](=O)[O-])c1	-13%	-1%	-2%	-6	5%	2%	15%[57.1 µM]	-2%	1%
COC(=O)c1ccccc1NC(=O)COc1ccc(S(=O)(=O)N2CCCC2)cc1C	11%	3%	-21%	-3	-4%	0%	17%	-1%	2%
Cc1ccc(S(=O)(=O)c2nc(-c3ccccc3Br)oc2N(C)C)cc1	14%	7%	-5%	1	12%	-6%	6.3µM*	-11%	-27%
S=c1[nH]nc(-c2ccc3ncccc3c2)n1-c1ccc2c(c1)OCCO2	1%[57.1 µM]	-4%	0%	-11	-12%	7%	?	?	1%
CC(NC(=S)NCCN1CCOCC1)C12CC3CC(CC(C3)C1)C2 (stereo not drawn)	4%[57.1 µM]	-5%	1%	-4	5%	-3%	2%[57.1 µM]	9%	1%
Cc1ccc(-c2csc(NC(=O)CSc3nc4ccccc4o3)n2)cc1	-8%	5%	-15%	4	-24%	-5%	-5%	-14%	-14%
O=C(Cc1ccc(Cl)cc1)NNC(=O)c1cnccn1	13%[57.1 µM]	2%	-8%	3	2%	-3%	-1%[57.1 µM]	?	-3%

Three compounds already listed, ordered by length of the SMILES, lowest first:
SMILES	TrxR1 substrate	IDH1 R132H inh	USP1-UAF1 inh	LDHA block	Vif-APOBEC3F blk	GRP78 ERSR act	rTrxR1 inhibitor	RGS4 inhibitor	Vif-APOBEC3G blk
Cc1ccc(-c2csc(NC(=O)CSc3nc4ccccc4o3)n2)cc1	-8%	5%	-15%	4	-24%	-5%	-5%	-14%	-14%
Cc1ccc(S(=O)(=O)c2nc(-c3ccccc3Br)oc2N(C)C)cc1	14%	7%	-5%	1	12%	-6%	6.3µM*	-11%	-27%
CCN1CCN(C(=O)CCc2nnc3ccc(N4CCC5(CC4)OCCO5)nn23)CC1	141%[activator]	0%	-20%	-6	4%	-2%	28%	-10%	4%

Some of the compounds tested, so the mix of outcomes need not match the whole.
